# From PubChem
# KKLEB cytotox – cytotoxicity in KKLEB CF airway cells, primary screen, cytotoxicity control for CF NF-kB inhibitor project, cell-based, uHTS, fluorescence assay plates; actives 0.36% (n = 360,000); activity change (cytotoxicity), % at 5 µM; KKLEB CF airway cells viability, ATPlite luminescence, overnight; hits give low values; cells stimulated with P. aeruginosa culture filtrate;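 active = corrected activity change at or below -50% at 5 µM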
# CF NFkB inh – inhibitors of PAF-induced NF-kB signaling, primary screen, cell-based, GFP fluorescence, uHTS; AID 588850, 2011; KKLEB NF-kB-GFP reporter, GFP fluorescence overnight; actives 0.86% (n = 360,000); inhibition, % at 5 µM;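 active = at least 50% inhibition at 5 µM, scaled per plate between neutral and stimulator controls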;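 also: PAF is a Pseudomonas aeruginosa culture filtrate used as stimulus; plate controls were PAF-stimulated DMSO wells for no effect and unstimulated DMSO wells for full effect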
# CaV13 ICDI inh – Primary screen for inhibitors of IQ motif and Ca2+-dependent inactivation inhibitor domain binding in CACNA1D, Förster resonance energy transfer in living cells, …; HEK cells, CFP/YFP FRET ICDI-IQ, plate reader, 10 min; percent FRET-ratio fall versus neutral wells; inhibition, % at 12.3 µM; actives 0.098% (n = 340,000);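 active = mean replicate inhibition of at least 30% and at least 1% of replicates passing that level; inconclusive = only one of the two criteria is met; inactive = neither criterion is met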;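 also: 0% = median of the neutral control wells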
# Peg3 promoter – Peg3 promoter-driven luciferase inhibitors, primary screen, cell-based, HeLa, luciferase luminescence | HeLa PEG-Prom luciferase reporter, overnight | inhibition, % at 20 µM | AID 588405, 2011 | actives 1.7% (n = 360,000);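 active = inhibition of at least 50% at 20 µM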
# Vif inh – HIV Vif self-association inhibitors, primary screen, imaging, HEK293T, single point; HEK293T cells, Vif self-association by quenched fluorescence, 24 h; inhibition, % at 7.49 µM; actives 0.35% (n = 340,000); in the data active = inhibition above about 50%, passing the limit was not always enough; inconclusive = no clear call, values can overlap the other calls; inactive = below about 31%; also: some results filed as inactive read as strong as hits
# NR2E3 ag-1 – inhibitors of NR2E3-RetCOR corepressor binding, primary screen, NR2E3 agonist project, biochemical, TR-FRET, GST-NR2E3, biotin-RetCOR | Photoreceptor-specific nuclear receptor (Homo sapiens), Q9Y5X4 | 1536-well | inhibition of corepressor binding, % at 4.78 µM | actives 0.12% (n = 320,000) | AID 2300, 2010;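 active = percent inhibition above the cutoff of mean plus 3 SD of all tested compounds, set per screening campaign, cut at about 20% in these data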;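 also: 0% = DMSO wells and 100% = biotin wells as full block of FRET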
# Target sequence (Q9Y5X4 whole entry, looked up): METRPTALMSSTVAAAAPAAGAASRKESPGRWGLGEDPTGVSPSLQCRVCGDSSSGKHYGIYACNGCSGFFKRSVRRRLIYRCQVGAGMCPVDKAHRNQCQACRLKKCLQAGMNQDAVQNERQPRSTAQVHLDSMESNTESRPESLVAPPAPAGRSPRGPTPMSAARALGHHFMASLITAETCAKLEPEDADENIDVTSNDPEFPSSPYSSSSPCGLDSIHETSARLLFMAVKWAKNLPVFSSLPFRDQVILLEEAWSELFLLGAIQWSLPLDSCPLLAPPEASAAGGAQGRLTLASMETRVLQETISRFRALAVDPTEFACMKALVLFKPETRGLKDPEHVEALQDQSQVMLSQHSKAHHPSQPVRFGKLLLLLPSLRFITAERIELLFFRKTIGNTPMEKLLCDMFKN
#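 Material: NR2E3–RetCOR corepressor complex | Quantity: 1.35 nM GST-tagged NR2E3 final | Schedule: 5 h at 4 °C | Replication: Singlicate compound wells | Reagent: RetCOR corepressor, biotinylated, 7 nM | Controls: Biotin wells as high control, 0.6% DMSO wells as low control | Signal: TR-FRET, Eu(K)-anti-GST donor, streptavidin-D2 acceptor, ex 340, em 617/671 nm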
# PDI inh – inhibitors of human PDI, primary screen, biochemical, turbidity, single point, plate reader; AID 588391, 2011; Protein disulfide-isomerase (Homo sapiens), P07237; PDI insulin aggregation turbidity, A650, 90 min; actives 0.052% (n = 350,000); inhibition, % at 10 µM;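 active = mean inhibition across replicates of 30% or more, whatever share of single replicates reach that level; inconclusive = mean inhibition below 30% while every single replicate reaches 30%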;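 also: absorbance from insulin aggregation driven by PDI reduction with DTT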
# Target sequence (P07237 whole entry, looked up): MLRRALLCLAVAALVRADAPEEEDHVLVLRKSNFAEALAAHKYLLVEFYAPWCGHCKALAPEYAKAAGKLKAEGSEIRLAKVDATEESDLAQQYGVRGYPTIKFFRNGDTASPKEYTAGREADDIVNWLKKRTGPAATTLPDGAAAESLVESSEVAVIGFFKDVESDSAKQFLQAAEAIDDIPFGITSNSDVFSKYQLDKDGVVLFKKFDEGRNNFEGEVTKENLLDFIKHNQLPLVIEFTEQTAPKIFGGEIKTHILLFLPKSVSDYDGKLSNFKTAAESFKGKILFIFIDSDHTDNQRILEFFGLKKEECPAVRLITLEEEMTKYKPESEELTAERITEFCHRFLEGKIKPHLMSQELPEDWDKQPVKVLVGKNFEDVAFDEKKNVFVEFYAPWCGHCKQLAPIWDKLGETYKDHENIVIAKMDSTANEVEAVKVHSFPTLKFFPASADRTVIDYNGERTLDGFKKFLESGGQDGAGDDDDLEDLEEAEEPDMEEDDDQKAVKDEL
# TRPM1 prom inh – inhibitors of MITF-dependent TRPM1 promoter reporter, primary screen, cell-based, SK-MEL-5, single point, luciferase. SK-MEL-5 TRPM1 promoter luciferase, 24 h. inhibition, % at 12.5 µM. actives 0.83% (n = 330,000). AID 488899, 2010;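 active = mean inhibition across replicates of 60% or more, whatever share of single replicates reaches that level; inconclusive = some that reach 60%, reason not given; inactive = mean inhibition across replicates below 60%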; also: values of inactives mirror those of a sister screen read the other way
# Shn3 inh set2 – reduction of Shn3 3'UTR firefly luciferase signal, primary screen, Schnurri-3 inhibitor project, cell-based, Clone20 osteoblasts, set 2; actives 0.52% (n = 360,000); inhibition, % at 12.5 µM; Clone20 osteoblast Shn3 3'UTR firefly luciferase, 24 h;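 active = mean inhibition of at least 75% with every replicate also reaching 75%; inconclusive = mean inhibition at least 75% but some replicate below; inactive = mean inhibition below 75%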;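 also: 0% = median of neutral control wells and 100% = pilot-screen positive control compound; some compounds past the cut are filed as inactive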
# NR2E3 ag-2 – NR2E3 agonists in two-hybrid cells, primary screen, cell-based, luminescence, CHO-S, Gal4-NCOR/VP16-NR2E3; Photoreceptor-specific nuclear receptor (Homo sapiens), Q9Y5X4; luciferase; inhibition of corepressor binding, % at 3.98 µM; actives 0.35% (n = 360,000); AID 602229, 2012;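 active = inhibition above the mean of all tested compounds plus 3 SD, cut at about 70% in these data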;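 also: 0% = DMSO with NR2E3 transfected cells and 100% = cells lacking NR2E3 construct; higher means lower luciferase signal from less NR2E3 corepressor binding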
# HIF-2a block – HIF-2a reporter inhibitors, primary screen, luminescence, 786-0 RCC cells | 786-0 RCC cells HIF-2a reporter, luciferase luminescence, overnight | inhibition, % at 18.8 µM | actives 0.72% (n = 360,000);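 active = inhibition of the luminescence signal of 40% or more relative to plate controls, in a single-dose primary screen at 18.75 µM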
# An asterisk follows results filed as active; ? = inconclusive; / = not tested or not shown. This is a random part of the collection (roughly 3.3% active in at least one column).
smiles	PDI inh	NR2E3 ag-1	KKLEB cytotox	CF NFkB inh	Vif inh	CaV13 ICDI inh	HIF-2a block	NR2E3 ag-2	Peg3 promoter	Shn3 inh set2	TRPM1 prom inh
C=CCC[C@H](Cc1ccc(F)cc1)C(=O)OC[C@@H](NC(=O)[C@H](CC=C)CC(=O)NCCO)c1ccccc1	14	/	-4	10	-2	-12	17	26	30	-7	4
CCOc1ccccc1N1CCN(c2ncnc3scc(-c4ccc(OC)cc4)c23)CC1	-2	2	-8	36	-24	-7	22	-40	59*	21	7
Cc1ccc2c(C)nc(N/C(N)=N/S(=O)(=O)c3ccc([N+](=O)[O-])cc3)nc2c1	1	5	10	-49	-17	-4	-48	-3	9	27	5
O=C(Nc1cccc(S(=O)(=O)N2CCCCC2)c1)C1CC(=O)N(Cc2ccco2)C1 (stereo not drawn)	11	-1	5	7	-3	-6	9	-12	10	-20	6
COc1ccc(NC(=O)Cn2nc3n(c2=S)CCC3)cc1	0	0	-2	-2	2	/	2	-20	11	-51	-6
Cn1c(SCC(=O)Nc2ccc(Br)cc2)nc(O)cc1=O	-4	0	-2	-21	-5	-5	12	-8	3	21	5
Cc1ccc(S(=O)(=O)N2CCOCC2)cc1NC(=O)COc1ccc(C(=O)c2ccccc2)cc1	7	1	-15	2	-2	-3	-11	12	61*	13	6
Cc1ccc(C2c3[nH]c4ccccc4c3C[C@H]3C(=O)N(c4ccccc4C(=O)N4CCC(C(=O)O)CC4)C(=O)N23)cc1 (stereo partly drawn)	/	0	-3	-5	-4	/	18	-17	20	9	4
CC(C)c1ccc(NC2CCCN(C(=O)CCN3CCCCC3=O)C2)cc1 (stereo not drawn)	6	1	3	-4	-3	-6	21	13	3	-78	-2
Cc1cc(C)n2nc(CC(=O)NNC(=O)c3ccc(N(C)C)cc3)nc2n1	9	-1	-3	-13	9	-2	8	11	-5	5	-4
Cc1ccc2c(c1)N(CC(=O)NCCCN1CCOCC1)C(=O)C(C(C)C)O2 (stereo not drawn)	-1	-4	8	4	1	-4	8	-32	5	-5	2
O=C(NCCc1cccc(Cl)c1)c1cccnc1	4	-1	2	8	13	-4	-123	-35	-110	-37	-42
CCc1cc(C(=O)c2ccc(OC)cc2)c(NC(=O)CC(C)(C)CC(=O)O)s1	3	-4	-6	1	4	-4	5	-19	1	1	-6
COc1ccc(C(CNC(=O)C(=O)NC2CCCCC2)N2CCN(C)CC2)cc1 (stereo not drawn)	-2	3	14	-35	0	-3	-4	4	-8	-13	2
CCOC(=O)c1[nH]c(C)c(C(=O)NC2CCCCC2)c1C	/	2	-4	-2	15	-4	1	-13	-1	-22	3
CC(=O)Nc1cccc(C(=O)OCC(=O)NCc2cc(C)c(O)c(C)c2)c1	5	-2	-13	10	6	-6	-46	4	-187	-47	-72
O=C(CSc1nnc(COc2ccccc2)o1)NC1CC2CCC1C2 (stereo not drawn)	7	2	-5	-7	1	-2	-30	-13	-16	11	2
CCOc1nc(NCCO)nc(NCCC2=CCCCC2)n1	0	-2	-6	9	-3	-3	9	-15	13	-4	8
Cc1c(Cl)cccc1NC(=O)CSc1nc(=O)n(CCCN2CCOCC2)c2c1CCC2	-1	1	-10	28	0	-6	8	5	-6	-10	-16
Cc1ccc(S(=O)(=O)NNC(=S)Nc2c(Cl)cccc2Cl)cc1	1	1	18	-18	-7	0	19	14	6	10	3
CC1=C/C(=C(/c2ccc(O)c(C)c2)c2ccccc2S(=O)(=O)O)C=CC1=O	10	2	-8	23	-4	-5	19	-8	14	-48	4
CN1CCN2c3ccccc3CC(C#N)(C#N)C2C1 (stereo not drawn)	/	/	-16	0	0	-10	2	6	-9	0	/
Cc1ccc(C(=O)OCC(=O)N2CCC(C)CC2)cc1S(=O)(=O)N1CCOCC1	2	/	8	-21	/	-6	-8	-20	-13	-22	/
Cn1c(=O)c2c(nc(NCCOc3ccc(C(C)(C)C)cc3)n2C)n(C)c1=O	-2	-1	-8	-11	0	-2	8	-2	21	17	35
COc1ccc(Cl)cc1C(=O)NNC(=O)c1cccc(S(=O)(=O)N(C)C)c1	7	1	-2	21	/	-3	8	12	11	-32	5
Cc1ccccc1NS(=O)(=O)c1cccc2nsnc12	-3	-1	-3	11	-3	-17	12	-31	-12	1	6
CCOC(=O)C1CN(S(=O)(=O)c2cccc(C(F)(F)F)c2)c2cc(CC(=O)OC)ccc2O1 (stereo not drawn)	-1	2	4	-11	-16	-5	20	-4	7	10	-7
Cc1[nH]nc2c1C(c1cccc(O)c1)C1=C(CC(C)(C)CC1=O)N2 (stereo not drawn)	11	0	0	3	4	-5	-15	-24	17	-2	-51
Cc1nnc2n1CCCCC2	4	0	-3	-12	2	-15	2	-4	3	-10	-1
COC1=CC(=O)c2ccccc2C1=O	/	/	-29	91*	-6	/	29	10	24	36	102*
O=S(=O)(/N=C(/c1ccccc1)N1CCOCC1)c1ccc(F)cc1	-6	1	-6	17	-9	-7	4	38	-14	12	-7
Cc1ccc(C(=O)C(OC(=O)c2cnccn2)c2ccccc2)cc1C (stereo not drawn)	-2	3	8	-8	2	-3	-3	-18	2	3	8
O=C(CCC(=O)Nc1nnc(C2CCCCC2)s1)NCC1CCCO1 (stereo not drawn)	3	2	2	11	6	-4	-11	-16	-8	2	-7
CC(C)(C)OC(=O)C[C@@H]1C/C=C\C[C@@H](CC(=O)N(CCO)Cc2ccccc2)C(=O)NC[C@H](c2ccccc2)OC1=O	6	/	18	27	22	-10	3	14	49	15	-6
COc1ccc(-n2cc(C(=O)c3cc4ccccc4oc3=O)c(C(C)=O)n2)cc1	7	-2	13	-9	0	-3	-78	6	-42	-3	10
c1ccc(-c2csc(NNC3=NCCCCC3)n2)cc1	1	-2	-1	7	3	/	-152	-79	-189	-56	-16
O=C(CSc1ccc2c(c1)OCCO2)Nc1ccc2c(c1)OCO2	3	1	-19	2	6	/	-47	-10	-33	21	-7
O=C(CS(=O)(=O)c1ccc(Cl)cc1)Nc1nccs1	-7	/	-9	-2	/	-6	10	-20	-4	-41	/
O=C(Nc1ccc(N2CCOCC2)c(Cl)c1)c1ccc(-n2cnnc2)cc1Cl	-1	0	-3	18	/	-3	3	-12	-3	2	3
CCOC(=O)CN(C#N)c1nc(N(C)C)nc(N(C)C)n1	-5	4	-12	19	16	-3	8	-31	14	-6	-4
CCn1c(SCC(=O)Nc2ccc(OC)cc2)nc2nc3c(cc2c1=O)COC(C)(C)C3	15	1	-22	10	4	-21	11	-22	12	0	/
O=C(c1ccccc1)N1CCC(c2nc3c(nnn3Cc3ccco3)c(=O)[nH]2)CC1	-10	3	16	-21	/	-7	14	25	14	-3	/
O=C(Nc1ccc2c(c1)OCO2)c1cc(C2CCCCN2C(=O)c2ccc3ccccc3c2)on1 (stereo not drawn)	-2	/	1	-25	1	-9	-29	0	13	-4	/
Cc1ccccc1-c1nc(CS(=O)CC(=O)NC2CC2)c(C)o1 (stereo not drawn)	2	3	7	3	-12	-5	13	10	8	0	-2
CC1CCCCC1NC(=O)c1ccc(S(=O)(=O)NCC2CCCO2)cc1 (stereo not drawn)	-3	0	0	7	-5	10	8	-10	-8	0	3
CCOC(=O)c1cc(C)n(Cc2cccc(OC)c2OC)c1C	4	2	-6	2	-10	-5	-3	-10	11	-4	21
Cc1ccc(OCC(=O)Oc2c(C)cccc2C)cc1	-2	1	7	-7	-1	9	4	-29	-5	-34	-14
COC(=O)c1sccc1NS(=O)(=O)c1ccc(OC)cc1	-4	1	-10	14	-4	/	3	-18	33	6	10
O=C(CN(C(=O)CCC(=O)Nc1ccccn1)c1ccccc1F)NCc1ccc2c(c1)OCO2	4	6	2	-4	-9	-4	-3	-26	-7	1	/
COc1ccccc1NC(=O)N(Cc1ccccc1)C1=NCC(C)S1 (stereo not drawn)	3	3	7	-6	6	-5	-3	-11	-33	3	1
N#Cc1nc(-c2cccc3ccccc23)oc1NCCN1CCCCC1	9	3	-14	10	11	-5	-80	-7	-42	26	-23
O=C(C1=COCCO1)N1CCN(c2nc3ccc([N+](=O)[O-])cc3s2)CC1	3	2	15	-51	-1	-4	-13	8	1	30	-6
O=C(NCc1ccccc1CN1CCCC1)c1cc2cc(Cl)ccc2o1	-5	2	9	-2	23	-4	-1	-2	17	3	-56
CNC(=O)Cn1nc(C)c2ccccc2c1=O	-1	-1	5	0	?	-4	7	-12	-6	5	3
CCOC(=O)C(CC)n1cnc2c(oc3ccccc32)c1=O (stereo not drawn)	3	3	0	-3	/	/	-58	-30	-11	-5	-8
O=C(NC1CCN(C(=O)c2cccc([N+](=O)[O-])c2)CC1)c1ccccc1	-1	1	-17	-6	22	-17	11	-15	5	0	9
Cc1ccc(-n2c(SCC(=O)N3CCOCC3)nnc2-c2ccncc2)cc1C	6	-1	0	24	0	4	6	5	-21	-1	1
COc1ccc(OCc2cc(=O)c3ccc4c(c3o2)C=CC(C)(C)O4)cc1OC	6	/	20	11	/	-11	-7	-8	1	14	2
Cc1cnn(C(=S)NCC2CCCO2)c1 (stereo not drawn)	5	-2	-1	-3	/	-4	-20	24	3	-13	-3
O=C(N1CCCC1)C12CCC3CC(CC(C3)C1)C2	0	1	0	-21	-1	-2	19	12	8	2	-8
CC1CCCN(CC(O)COc2ccc(-c3ccccc3)cc2)C1 (stereo not drawn)	-14	1	-5	14	-4	-4	-13	-12	16	-7	1
